KB-V1 MDR tox – qHTS assay for MDR1-selective chemotherapeutics: Primary screen using the drug-selected MDR subline cells KB-V1; KB-V1 MDR cells viability, CellTiter-Glo, 72 h; Potency, µM (series often up to 46.1 µM), for inactives: top-dose activity change, negative = cytotoxicity, most hits filed as cytotoxic; actives 3.4% (n = 400,000); AID 1347076, 2019; further: potency means the concentration at half of the fitted maximal effect; on the % scale 0 is the no-effect control and ±100 the full control effect; nearly all actives have a fitted effect of over 60% in size
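Luminescent ATP read-out (CellTiter-Glo, 10 min) measures survival of drug-selected KB-V1 MDR cells after 72 h, 37 degrees C compound exposure. Medium: phenol-red-free DMEM, 10% FBS. Values from fitted concentration-response curves.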
MCF10A rereplic – A quantitative high throughput screen for small molecules that induce DNA re-replication in MCF 10a normal breast cells | MCF 10A DNA re-replication, Hoechst nuclear intensity, 48 h | Potency, µM (top dose mostly 46.1 µM), without a hit: at the highest dose activity, positive = re-replication, most hits filed as activators | actives 2.9% (n = 350,000); further: potency means the concentration at half of the fitted maximal effect; % of control where 0% means no effect; nearly all actives have a fitted effect of over 50% in size
ATXN2 expr inh – Primary qHTS for Inhibitors of ATXN expression. actives 0.72% (n = 360,000). Potency, µM (titrated, usually from 57 µM), for the others: top-dose activity change, negative = inhibition, most hits filed as inhibitors. HEK-293 ATXN2-luciferase reporter, luminescence, 24 h; further: potency means the concentration at half of the fitted maximal effect; on the % scale 0 is the no-effect control and ±100 the full control effect; nearly all actives have a fitted effect of over 55% in size
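ATXN2-luciferase reporter cells (luciferase flanked by upstream and downstream ATXN2 gene portions) were treated 24 h at 37 °C with compounds at up to 57 uM. SteadyGlo luminescence gave expression; GF-AFC fluorescence gave viability.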
SW480 rerep – A quantitative high throughput screen for small molecules that induce DNA re-replication in SW480 colon adenocarcinoma cells; SW480 DNA re-replication, Hoechst DNA content imaging, 48 h; actives 1.8% (n = 340,000); Potency, µM (top dose mostly 46.1 µM), inactives show at the highest dose re-replication activation, usual class: activators; further: potency means the concentration at half of the fitted maximal effect; % of control where 0% means no effect; nearly all actives have a fitted effect of over 55% in size
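Cells (250 per well) received 23 nL compound or DMSO by pin tool and were kept 48 hr at 37 C, 5% CO2. Nuclei were then stained with Hoechst for 40 min and scanned for DNA content.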
KB-3-1 cytotox – qHTS assay for MDR1-selective chemotherapeutics: Primary screen using the parental adenocarcinoma cell KB-3-1; AID 1347075, 2019; actives 1.4% (n = 400,000); KB-3-1 viability, CellTiter-Glo ATP luminescence, 72 h; Potency, µM (top dose mostly 46.1 µM), for inactives: at the top dose activity change, negative = cytotoxic, hits mostly cytotoxic; further: potency means the concentration at half of the fitted maximal effect; on the % scale 0 is the no-effect control and ±100 the full control effect; nearly all actives have a fitted effect of over 60% in size
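Here the drug-naive KB-3-1 line serves as comparator for MDR sub-line selectivity; cells received compound titrations, 72 h at 37 °C, then CellTiter-Glo readout.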
IL-1B inflam inh – qHTS for Inhibitors of Inflammasome Signaling: IL-1-beta AlphaLISA Primary Screen | actives 4.7% (n = 360,000) | THP-1 LPS/ATP IL-1B secretion, AlphaLISA, 16 h; hits give low values | activity change, % at 57.5 µM; in the data active means activity change below about -50%; inconclusive means mostly about -30% to -49%; further: on the % scale 0 is the no-effect control and ±100 the full control effect
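Secreted IL-1B measured by AlphaLISA bead assay after 16 h compound exposure of THP-1 cells; compounds (final up to 57.5 uM) added 1 h before LPS (250 ng/mL) and ATP (1.25 mM) stimulation; lower signal means less secretion.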
WRN inhibitor – qHTS for Inhibitors of WRN Helicase | Bifunctional 3'-5' exonuclease/ATP-dependent helicase WRN (Homo sapiens), Q14191 | WRN helicase unwinding, fluorescent forked duplex, kinetic | Potency, µM (series often up to 114 µM), for inactives: at the top dose activity change, negative = inhibition, actives largely listed as inhibitors | actives 0.46% (n = 360,000); further: potency means the concentration at half of the fitted maximal effect; on the % scale 0 is the no-effect control and ±100 the full control effect; nearly all actives have a fitted effect of over 55% in size
Target sequence (Q14191 whole entry, looked up): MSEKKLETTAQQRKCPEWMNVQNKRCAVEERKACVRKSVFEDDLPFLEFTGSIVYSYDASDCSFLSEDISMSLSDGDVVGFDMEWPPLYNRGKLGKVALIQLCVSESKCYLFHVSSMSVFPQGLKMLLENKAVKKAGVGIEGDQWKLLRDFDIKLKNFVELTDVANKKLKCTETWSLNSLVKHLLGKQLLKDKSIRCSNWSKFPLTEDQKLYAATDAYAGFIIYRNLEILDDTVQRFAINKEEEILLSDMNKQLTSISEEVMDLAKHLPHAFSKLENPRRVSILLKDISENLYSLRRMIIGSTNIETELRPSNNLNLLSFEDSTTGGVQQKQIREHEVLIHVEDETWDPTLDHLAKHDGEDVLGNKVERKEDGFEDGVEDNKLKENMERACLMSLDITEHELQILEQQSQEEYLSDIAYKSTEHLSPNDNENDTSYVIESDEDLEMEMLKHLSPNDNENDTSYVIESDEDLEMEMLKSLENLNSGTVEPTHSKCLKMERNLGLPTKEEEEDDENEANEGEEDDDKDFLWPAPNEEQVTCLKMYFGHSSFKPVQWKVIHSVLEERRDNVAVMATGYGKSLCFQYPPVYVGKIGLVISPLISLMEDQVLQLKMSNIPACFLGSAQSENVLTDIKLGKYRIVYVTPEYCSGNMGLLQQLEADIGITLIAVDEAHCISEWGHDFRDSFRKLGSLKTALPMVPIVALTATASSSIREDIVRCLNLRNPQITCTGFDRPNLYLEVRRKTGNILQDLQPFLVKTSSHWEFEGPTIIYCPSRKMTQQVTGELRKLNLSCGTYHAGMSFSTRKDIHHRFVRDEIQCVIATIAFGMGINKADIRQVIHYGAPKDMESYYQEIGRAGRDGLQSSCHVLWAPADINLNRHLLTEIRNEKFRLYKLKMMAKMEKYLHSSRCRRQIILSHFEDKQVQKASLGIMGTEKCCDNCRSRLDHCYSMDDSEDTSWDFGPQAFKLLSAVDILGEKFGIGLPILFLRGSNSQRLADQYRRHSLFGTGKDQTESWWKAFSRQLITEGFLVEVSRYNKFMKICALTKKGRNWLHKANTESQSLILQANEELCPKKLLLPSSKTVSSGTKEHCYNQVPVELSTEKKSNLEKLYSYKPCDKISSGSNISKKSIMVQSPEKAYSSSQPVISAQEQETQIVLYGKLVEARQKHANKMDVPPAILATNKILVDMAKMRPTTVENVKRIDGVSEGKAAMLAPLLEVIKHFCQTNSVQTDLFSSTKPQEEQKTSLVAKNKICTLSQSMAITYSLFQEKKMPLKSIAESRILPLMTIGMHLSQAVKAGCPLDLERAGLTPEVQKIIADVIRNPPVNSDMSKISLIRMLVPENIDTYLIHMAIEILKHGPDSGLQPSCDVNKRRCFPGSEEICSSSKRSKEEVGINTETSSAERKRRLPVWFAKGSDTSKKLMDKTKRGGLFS
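Fluorescence dequenching readout, ex 525 nm/em 598 nm, kinetic mode: forked duplex DNA (100 nM final) with adjacent fluorophore and quencher unwound by WRN (20 nM final) with 2 mM ATP. Compound preincubation 15 min, room temperature.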
HT1080 IDH1KD tx – qHTS for induction of synthetic lethality in tumor cells producing 2HG: qHTS for the HT-1080-IDH1KD cell line; HT-1080 IDH1 knockdown viability, ATP luminescence, 48 h; Potency, µM (highest dose often 46.1 µM), for the others: at the top dose activity, negative = toxicity, hits mostly cytotoxic; actives 2% (n = 360,000); AID 686971, 2013;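 further: potency means the concentration at half of the fitted maximal effect; 0% = DMSO wells and -100% = cell-free medium wells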
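Luminescent ATP read-out (CellTiter-Glo, 10 min at room temperature) after 48 h compound exposure at 37 °C gave viability of IDH1-knockdown HT-1080 cells. Activity was normalised to DMSO and cell-free wells, then fitted as concentration-response curves.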
HT1080NT lethal – qHTS for induction of synthetic lethality in tumor cells producing 2HG: qHTS for the HT-1080-NT fibrosarcoma cell line. HT-1080-NT fibrosarcoma viability, CellTiter-Glo ATP luminescence, 48 h. Potency, µM (doses to about 46.1 µM), without a hit: top-dose activity, negative = less viability, usual class: cytotoxic. actives 1.6% (n = 360,000);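 further: NT is the 2HG producing partner of a matched IDH1 knockdown line; potency means the concentration at half of the fitted maximal effect; 0% = DMSO-treated cells and -100% = media-only wells without cells; nearly all actives have a fitted effect of over 55% in size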
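HT-1080-NT; 750 cells/well; 5% FBS RPMI; 48 h compound, 37 degrees C; CellTiter-Glo luminescence; curve fitting and curve-class assignment.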
* marks the source's active call; other numbers are inactive results; ? = inconclusive; . = no result given; & = joins results of further samples; [ ] = dose if it differs, or a comment. Unless noted, the call rests on the fitted dose curve; in most records, active means well fitted curve in the direction sought with a large enough effect; inconclusive means small, poorly fitted or top-dose-only effect, or another doubt; inactive means no such curve, though single readings can be large; an effect the other way counts as inactive or inconclusive.

SMILES | KB-V1 MDR tox | MCF10A rereplic | ATXN2 expr inh | SW480 rerep | KB-3-1 cytotox | IL-1B inflam inh | WRN inhibitor | HT1080 IDH1KD tx | HT1080NT lethal
COc1ccccc1C(=O)NC(=O)COc1ccc(Cl)cc1Cl | 5% | -2% | 9% | -2% | 2% | 13 | -5% | 6% | 10%
Cn1c(=O)c2c(nc(Sc3ncccn3)n2Cc2ccc(Cl)cc2)n(C)c1=O | 6% | 7% | -10% | -1% | -9% | 15 | 0% | -12% | -3%
CCc1cccc(C)c1NS(=O)(=O)c1c(C)nc2sccn2c1=O | -25%&2% | 1% | -6% | -8% | 5%&12% | 6 | -5% | -1% | -13%
O=C(CCn1nnc2ccccc21)N/N=C\Cc1ccccc1 | -16% | ? | -31%[11.3 µM] | -1% | -6% | -10 | -30%[57.1 µM] | -1% | 15%
CCOc1cc(C=NNC(=O)CCCC(=O)NN=Cc2ccc(O)c(OCC)c2)ccc1O | 18% | -6% | -4% | -6% | 4% | 0 | -9% | 13% | 13%
Cc1ccc(N=Nc2c(N)n(-c3ccccc3)[nH]c2=O)cc1 | -8% | 24% | 47%[activator] | 0%[9.22 µM] | -16% | -11 | -9% | ? | -11%
COc1ccccc1Cc1c(-c2ccc(OC)c(OC)c2)nc2ccc(Cl)cn12 | ? | . | ? | . | ? | -28 | 5% | ? | ?
O=C(Nc1ccccc1N1CCN(c2ccc(F)cc2)CC1)C12CC3CC(CC(C3)C1)C2 | 0% | ? | 4% | 18% | -12% | -23 | -5% | 10% | 14%
COc1cccc(C(=O)NC2CCNCC2)c1 | -4% | ? | -21% | ? | -12% | -15 | 3% | -4% | -22%
CC(=O)c1cccc(NC(=O)C(NC(C)C)c2ccccc2)c1 (centres undefined) | ? | -1% | -10% | 0% | 12% | -5 | 5% | 2% | 5%
CN(C(=O)c1sc2nc(N3CCOCC3)c3c(c2c1N)CCCC3)c1ccccc1 | -4% | ? | . | ? | 3% | -1 | -5% | -24% | -11%
CCC(C)N(C(=O)CSc1ncnc2sccc12)C1CCS(=O)(=O)C1 (centres undefined) | 1% | -2% | . | 0% | -6% | 0 | 5% | 0% | -4%
CCNS(=O)(=O)c1ccc(CCC(=O)Nc2ccc(C(=O)OC)cc2)cc1 | -1% | -1% | -18% | 6% | 8% | 1 | -1% | -9% | 5%
COC(=O)c1cc2ccsc2n1CC(=O)Nc1cc(Cl)ccc1OC | ? | -12% | -16% | -8% | ? | -6 | -17% | ? | 7.9µM*
COc1ccc(-c2csc(N(C)C(=O)c3ccco3)n2)cc1 | ? | 1% | 10% | 2% | 2% | -4 | -1% | -1% | 21%
COc1ccc(S(=O)(=O)N2CCC(C(N)=O)CC2)cc1 | 12% | -1% | -1% | -8% | 24% | 21 | 0% | 0% | -1%
CCNC(=O)C1CCCN(C(=O)c2cccc(C(F)(F)F)c2)CC1 (centres undefined) | 4% | . | 3% | . | 0% | 42 | 0% | 2% | 19%
CCSc1nnc(NC(=O)c2c(-c3ccccc3Cl)noc2C)s1 | ? | -7% | -11% | -6%[9.22 µM] | 1% | 21 | -5% | -8% | -2%
Cc1nc(NC(=O)c2ccccc2O)sc1C | -1% | 15% | 53%[activator] | 0% | -4% | 26 | -3%[57.1 µM] | 14% | 6%
C[C@H](CO)N1C[C@H](C)[C@@H](CN(C)C(=O)Nc2ccccc2)Oc2c(NC(=O)NC3CCCCC3)cccc2C1=O | -8% | 11% | -4% | -23% | 2% | -20 | 13% | 12% | 6%
Oc1cccc(Nc2nc(O)c(/C=C3\C=Nc4ccccc43)s2)c1 | 18% | ? | 12% | ? | -7% | 83 | ? | ? | ?
Cc1ccc(C(=O)N2CCN(C(=O)CN3CCCC3)C2)cc1 | 12% | 1% | -2% | -7% | 4% | 2 | 1% | 10% | 9%
C/C(=C\C(=O)O)C12CC3CC(CC(C3)C1)C2 | 13% | -5% | 15% | -2% | -7% | -1 | -14% | -1% | -4%
CCN(CC)c1ccc(NC(=O)COc2ccc(C)cc2)cc1 | -16% | -6% | -10% | -3% | -4% | -19 | -4% | 24% | -7%
Cc1ccc(-c2cc(C(=O)N/N=C/c3ccc(F)cc3)n[nH]2)o1 | 8% | -4% | 0% | 6% | -3% | 2 | -21% | -4% | 6%
COc1ccc(NC(=O)c2cccnc2Nc2ccccc2)cc1 | -12% | -1% | 0% | 1% | 15% | ? | -12% | -3% | -6%
O=C(NCCC(=O)N1CCN(S(=O)(=O)c2ccccc2)CC1)c1ccc(Br)cc1 | ? | 1% | -5% | 0% | 4% | 1 | -8% | -1% | -3%
C=CCn1c(-c2ccccc2)c[nH]c1=S | ? | 20% | 56%[activator] | ? | ? | -1 | 4% | -2% | -3%
Cc1cc(-c2nc3cc(F)ccc3s2)ccc1N | 18µM* | 10µM* | -7% | 18µM* | ? | -76* | 0% | -32% | -10%
Cc1cccc(N2CCN(C(=O)CN3CCOc4ccccc43)CC2C)c1 (centres undefined) | 10% | 1% | -25% | ? | -9% | -24 | 1% | -1% | 3%
Cc1ccc(NC(=O)CSc2nnc(CCNC(=O)OC(C)(C)C)o2)c(C)c1 | ? | -3% | 0% | -5% | 11% | 6 | 9% | 12% | 7%
O=c1c(C(c2ccc(Br)cc2)c2c(O)nc3n(c2=O)CCS3)c(O)nc2n1CCS2 | 0% | 1% | 2% | 1% | 0% | -69* | ? | 4% | 3%
COc1ccc(C(=O)OCC(=O)NC(=O)NC2CCCC2)cc1[N+](=O)[O-] | 0% | -3% | 1% | 3% | 10% | 28 | -1% | 2% | 6%
COc1ccc(C(=O)n2nnc3ccccc32)cc1OC | 3% | -30%[inhibitor] | 6% | -9% | -14% | 24 | 3% | -4% | -4%
Cc1cc(C(=O)CN2C(=O)NC(C)(c3ccccc3)C2=O)c(C)n1CC1CCCO1 (centres undefined) | 18% | 10% | 9% | -2% | -2% | 9 | 8% | 5% | 5%
Cc1ccc(NC(=O)CN2CCCN(S(=O)(=O)c3ccc(Br)s3)CC2)cc1 | 4.6µM* | 24% | -29% | 4% | -7% | -28 | -9% | -13% | -6%

Structural class, the entries above with a furan ring, fused or not (two)
SMILES | KB-V1 MDR tox | MCF10A rereplic | ATXN2 expr inh | SW480 rerep | KB-3-1 cytotox | IL-1B inflam inh | WRN inhibitor | HT1080 IDH1KD tx | HT1080NT lethal
COc1ccc(-c2csc(N(C)C(=O)c3ccco3)n2)cc1 | ? | 1% | 10% | 2% | 2% | -4 | -1% | -1% | 21%
Cc1ccc(-c2cc(C(=O)N/N=C/c3ccc(F)cc3)n[nH]2)o1 | 8% | -4% | 0% | 6% | -3% | 2 | -21% | -4% | 6%

(continued)
SMILES | KB-V1 MDR tox | MCF10A rereplic | ATXN2 expr inh | SW480 rerep | KB-3-1 cytotox | IL-1B inflam inh | WRN inhibitor | HT1080 IDH1KD tx | HT1080NT lethal
CCCCN(CC)CCNc1c(NC2CCN(C(=O)OCC)CC2)c(=O)c1=O | ? | 2% | 4% | -2% | ? | 24 | -3% | 7% | 5%
CNC(=O)COC(=O)c1ccc(-c2nc3ccccc3s2)s1 | ? | -8% | 8% | 0% | ? | 8 | 2% | 0% | -5%
COC(=O)c1cccc(NC(=O)CCc2cc(OC)c(OC)c(OC)c2)c1 | -5% | 10% | -7% | -45%[inhibitor] | 9% | 1 | 6% | 1% | 4%
COc1ccc(NC(=S)N(CCCN2CCOCC2)Cc2ccccn2)cc1 | ? | -6% | 10% | -15% | 24% | 16 | 1% | 6% | 0%
CC(NC(=O)/C(C#N)=C/c1cn[nH]c1-c1ccccc1)c1ccccc1 (centres undefined) | -18% | 3% | 1% | -2% | -10% | ? | -4% | -11% | -2%
COc1cccc(NC(=O)CCC2CCN(C(=O)c3cccc(NC(C)=O)c3)CC2)c1 | . | 2% | 3% | 0% | . | 2 | -23% | 0% | -1%
CCC1(c2ccc(F)cc2)NC(=O)N(CC(=O)Nc2ccccc2C)C1=O (centres undefined) | -13% | -6% | -5% | -12% | 2% | 24 | 1% | -1% | 0%
CCOc1ccccc1NC(=O)CCCn1cc([N+](=O)[O-])cn1 | 2% | -24% | 2% | -3%[1.84 µM] | 2% | 19 | 0%[57.1 µM] | 1% | 1%
O=C(NC1CC1)c1cccc(NC(=O)C2CC2)c1 | 0% | ? | 2% | 12% | 0% | -4 | 0% | 7% | -1%
CCC(C)N(C(=O)COC(=O)CNC(=O)c1sc2ccccc2c1Cl)C1CCS(=O)(=O)C1 (centres undefined) | . | 1% | -4% | -3% | . | -6 | -19% | -2% | 1%
CC(=O)Nc1nonc1-c1nc2ccccc2n1CC1CC1 | -16% | -11% | -14% | 4% | 1% | 33 | -6% | 7% | -1%
Cc1cccc(C(=O)NCc2nnc(SCC(=O)Nc3nnc(C)s3)n2C)c1 | 17% | -9% | 4% | -14% | 23% | 9 | -10% | 11% | 11%
CCOC(=O)c1c(NC(=S)NC)sc2c1CCCC2 | 2% | -10% | . | 3% | -10% | 5 | -3% | 4% | 1%
Cc1[nH]c2ccccc2c1C(C[N+](=O)[O-])c1ccco1 (centres undefined) | -1% | 13% | 4% | ? | 0% | 4 | -12%[57.1 µM] | -16% | ?
CC1(C)OC(=O)C(=CNC(CCC(N)=O)C(=O)O)C(=O)O1 (centres undefined) | 10% | 4% | 4% | -2% | 6% | 20 | -11% | 12% | 22%

Screening data deposited in PubChem BioAssay by National Center for Advancing Translational Sciences (NCATS).
